From PubChem BioAssay
ANO1 activ: mouse TMEM16A channel activation, primary screen; Q8BHY3; HEK293 TMEM16A/YFP-H148Q/I152L, iodide quench fluorescence; stronger effect = lower value; B-score at 10 µM; 340,000 compounds, 0.3% hits; AID 623877;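 active means fluorescence-ratio B-score plate-corrected deviation score at least 3 library SD below zero, with starting fluorescence score within 5 deviations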;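 further: channel opened by trigger with iodide after compound preincubation; score built on the fluorescence ratio of max minus min over baseline; more negative score means more quench and so TMEM16A activation or potentiation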
Target sequence (Q8BHY3 whole entry, looked up): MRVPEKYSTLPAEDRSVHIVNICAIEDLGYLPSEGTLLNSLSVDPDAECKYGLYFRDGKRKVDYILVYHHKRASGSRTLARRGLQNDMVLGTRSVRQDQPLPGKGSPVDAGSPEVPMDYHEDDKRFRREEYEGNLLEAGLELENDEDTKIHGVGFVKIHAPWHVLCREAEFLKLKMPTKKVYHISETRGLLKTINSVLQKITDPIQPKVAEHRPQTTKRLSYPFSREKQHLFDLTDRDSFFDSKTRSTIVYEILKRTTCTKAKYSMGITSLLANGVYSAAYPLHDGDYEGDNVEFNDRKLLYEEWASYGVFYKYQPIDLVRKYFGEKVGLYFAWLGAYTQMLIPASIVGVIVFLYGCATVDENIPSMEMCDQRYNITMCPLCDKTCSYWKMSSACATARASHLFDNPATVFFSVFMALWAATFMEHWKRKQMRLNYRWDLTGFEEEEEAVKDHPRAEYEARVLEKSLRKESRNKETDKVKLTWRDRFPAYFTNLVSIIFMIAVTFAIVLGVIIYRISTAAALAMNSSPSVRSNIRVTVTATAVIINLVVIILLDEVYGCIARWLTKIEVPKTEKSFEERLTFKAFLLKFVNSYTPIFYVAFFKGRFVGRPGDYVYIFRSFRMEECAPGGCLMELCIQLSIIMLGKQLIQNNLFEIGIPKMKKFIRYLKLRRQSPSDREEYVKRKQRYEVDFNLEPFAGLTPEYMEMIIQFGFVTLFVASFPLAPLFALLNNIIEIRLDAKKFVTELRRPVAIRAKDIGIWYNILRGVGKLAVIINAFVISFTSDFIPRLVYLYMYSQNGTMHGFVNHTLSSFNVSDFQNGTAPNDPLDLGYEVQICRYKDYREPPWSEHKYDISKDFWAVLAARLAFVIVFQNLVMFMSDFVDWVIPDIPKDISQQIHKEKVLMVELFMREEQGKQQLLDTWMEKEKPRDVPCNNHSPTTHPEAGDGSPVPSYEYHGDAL
KCNK3 block: human KCNK3 channel inhibition, primary screen; CHO-KCNK3 thallium flux, FluxOR fluorescence; stronger effect = lower value; B-score at 10 µM; 340,000 compounds, 0.84% hits;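 active means B-score under library mean minus 4 SD, starting fluorescence ratio at most library mean plus 5 SD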;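 further: more negative B-score means stronger inhibition of thallium flux through KCNK3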
Dyrk1A ADPGlo: inhibitors of rat Dyrk1A kinase | ADP-Glo luminescence, NFATc1 peptide | inhibition, % at 12.5 µM | 310,000 compounds, 0.43% hits | AID 504441 | Q63470; in the data active means inhibition above about 50%;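 further: plate controls were vehicle with enzyme for no effect and no enzyme for full effect; many of its hits are not listed in these tables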
* marks the source's active call; other numbers are inactive results; i = inactive. Not all compounds are listed; rates above refer to the full screens.

SMILES	ANO1 activ	KCNK3 block	Dyrk1A ADPGlo
COc1cc(OC)c(OC)cc1CNC(=O)c1cccc(S(=O)(=O)N2CCc3ccccc3C2)c1	i	i	-7
O=C(CCCC(=O)NN=Cc1ccccc1Cl)NN=Cc1ccccc1Cl	i	i	1
CN(C(=O)COc1ccccc1C(=O)NCc1ccccc1)C1CCS(=O)(=O)C1 (stereo not given)	i	i	0
CCC(=O)N1CCc2cc(Br)c(S(=O)(=O)CCC(=O)NCCOC)cc21	i	i	-3
CN(C)CCC(C(=O)c1ccccc1)c1cccnc1 (stereo not given)	i	i	1
O=C(COC(=O)c1nc(Cl)ccc1Cl)Nc1ccc(Cl)cc1	i	i	-1
Nc1ccc(S(=O)(=O)NN=Cc2ccccc2[N+](=O)[O-])cc1	i	i	7
O=C(N/N=C/c1ccc(F)cc1)c1cc(-c2ccccn2)nc2ccccc12	i	i	-4
O=C(NCc1ccccc1)c1cccc(NC(=O)c2ccccc2)c1	i	i	0
Nc1ccc(OCc2ccccc2)cc1[N+](=O)[O-]	i	i	5
COc1cccc(CN(C)S(=O)(=O)c2ccc3c(c2)OCCO3)c1	i	i	15
COc1cc2c(c(OC)c1OC)-c1ccc(OC)c(=O)cc1C(NC(=O)c1ccccc1)CC2 (stereo not given)	i	i	-1
O=C(CCC(=O)N1CCN(S(=O)(=O)c2ccccc2Cl)CC1)c1ccccc1	i	i	-2
Cc1ccc(S(=O)(=O)Nc2cc(=O)[nH]c(SCC(=O)Nc3ccccc3Cl)n2)cc1	i	i	-3
CCN(c1ccccc1)S(=O)(=O)c1ccc(OC)c(NC(=O)c2ccccc2OC)c1	i	i	-4
CCc1ccc(OCC(=O)NNCC(=O)Nc2ccc(OC)cc2)cc1	i	i	-4
CC(=NNC(=S)Nc1cccc(Cl)c1)c1ccccn1	i	i	0
Cc1cc(=O)oc2cc(O)cc(O)c12	i	i	48
CC1CCCN(S(=O)(=O)c2ccc(C(=O)NC(C)c3ccccc3)cc2)C1 (stereo not given)	i	i	10
O=C(CCc1ccccc1)Nc1cc(S(=O)(=O)N2CCOCC2)ccc1N1CCCC1	i	i	7
O=C1/C(=C\c2ccc(O)cc2)CCC1CNc1ccc(Cl)cc1 (stereo not given)	i	i	2
O=C(CN1C(=O)NC2(CCc3ccccc32)C1=O)NCc1ccc(F)cc1 (stereo not given)	i	i	1
CC1=CC(C)(C)NC(=S)N1c1ccc(N(C)C)cc1	i	i	5
Cc1ccc(Cl)c(OCCCCN2CCC(C)CC2)c1	i	i	-3
CN1C[C@@H]2[C@@H]3C(=O)N(C)C(=O)[C@@H]3[C@](C)(C1=O)N2C(=O)c1ccc(C(C)(C)C)cc1	i	i	0

Fetched by structure from the entries so far:
SMILES	ANO1 activ	KCNK3 block	Dyrk1A ADPGlo
CN1C[C@@H]2[C@@H]3C(=O)N(C)C(=O)[C@@H]3[C@](C)(C1=O)N2C(=O)c1ccc(C(C)(C)C)cc1	i	i	0
O=C(CCCC(=O)NN=Cc1ccccc1Cl)NN=Cc1ccccc1Cl	i	i	1

Returning to the listing, repeating the 4 entries before the break.
SMILES	ANO1 activ	KCNK3 block	Dyrk1A ADPGlo
O=C(CN1C(=O)NC2(CCc3ccccc32)C1=O)NCc1ccc(F)cc1 (stereo not given)	i	i	1
CC1=CC(C)(C)NC(=S)N1c1ccc(N(C)C)cc1	i	i	5
Cc1ccc(Cl)c(OCCCCN2CCC(C)CC2)c1	i	i	-3
CN1C[C@@H]2[C@@H]3C(=O)N(C)C(=O)[C@@H]3[C@](C)(C1=O)N2C(=O)c1ccc(C(C)(C)C)cc1	i	i	0
CCCCN(CCCC)C(=O)CSc1nnc2n(C)c(=O)c3c4c(sc3n12)CCCC4	i	i	-2
O=C(c1cccc(S(=O)(=O)NCc2ccccc2)c1)N1CCN(c2ccccc2Cl)CC1	i	i	6
C[C@](N)(Cc1ccc(O)c(O)c1)C(=O)O	i	i	6
COc1cccc(NC(=O)CN(C)C(=O)/C=C/c2cn(-c3ccccc3)nc2-c2cccs2)c1	i	-11*	9
CCOC(=O)c1c(C)[nH]c(C(=O)OCC(O)=C(C#N)c2nc3ccccc3[nH]2)c1C	i	i	4
CCN(c1ccccc1)S(=O)(=O)c1ccc(OCC(=O)N2CCCC2)cc1	i	i	3
O=c1c2c3nc4ccccc4nc3n(Cc3ccccc3)c2ncn1Cc1ccco1	i	i	7
CCCCCCCCOC(=O)c1cc([N+](=O)[O-])c(Sc2ncnc3nc[nH]c23)c([N+](=O)[O-])c1	i	i	-1
O=C1N[C@H]2CC=C[C@H]2N(Cc2cccs2)c2ccccc21	i	i	-3
CC1CCCCC12NC(=O)N(CC(=O)N1CCc3ccccc3C1)C2=O (stereo not given)	i	i	9
CC(=CC(=O)c1ccccc1)c1ccccc1	i	i	-3
Cc1cc(-n2c(C)cc(C(=O)COc3cccnc3[N+](=O)[O-])c2C)no1	i	i	2
CN(O)C(=S)c1ccccc1	i	i	0
Nc1cc(N)nc(SCC(=O)Nc2cccc(S(=O)(=O)N3CCCCC3)c2)n1	i	i	-4
O=C1/C(=C/c2ccccn2)SC(=S)N1Nc1ncc(C(F)(F)F)cc1Cl	i	i	1
O=c1cc(C=NNc2ccc([N+](=O)[O-])cc2)[nH]c(=O)[nH]1	i	i	0
O=C(COC(=O)c1ccc(Cl)nc1)Nc1ccc(Cl)cc1	i	i	-3
Cc1snc(SCC(=O)c2ccc([N+](=O)[O-])cc2)c1C#N	i	i	-4
Cc1ccc(CN(C)C(=O)c2ccc(S(=O)(=O)N3CCCCCC3)cc2)o1	i	i	-6
Cc1cc(C([O-])=C(C(=S)Nc2ccc(F)cc2)[n+]2ccccc2)c(C)n1-c1ccc(F)cc1	i	i	14
Cc1ccc(C2CC(=O)Oc3cc(C)c(Br)c(C)c32)cc1 (stereo not given)	i	i	-2
CC1CC(=Cc2ccc(N)cc2)C(=O)O1 (stereo not given)	i	i	7
Cc1ccc(C)c(S(=O)(=O)NCC(=O)OCC(=O)Nc2sccc2C(N)=O)c1	i	i	5
O=c1cc(-c2nn[nH]n2)[nH]c(=O)[nH]1	i	i	5
COC(=O)C1=C(C(=O)OC)[C@]2([C@@H]3CCCCN[C@@H](Cc4ccccc4)C(=O)N3Cc3ccccc3)C=C[C@H]1O2	i	i	-9

The list goes on (four carried over from the part before).
SMILES	ANO1 activ	KCNK3 block	Dyrk1A ADPGlo
CC1CC(=Cc2ccc(N)cc2)C(=O)O1 (stereo not given)	i	i	7
Cc1ccc(C)c(S(=O)(=O)NCC(=O)OCC(=O)Nc2sccc2C(N)=O)c1	i	i	5
O=c1cc(-c2nn[nH]n2)[nH]c(=O)[nH]1	i	i	5
COC(=O)C1=C(C(=O)OC)[C@]2([C@@H]3CCCCN[C@@H](Cc4ccccc4)C(=O)N3Cc3ccccc3)C=C[C@H]1O2	i	i	-9
COc1ccc(-n2ncc3c(N4CCCc5ccccc54)ncnc32)cc1	i	i	-5
CC1CCc2ccccc2N1CC(=O)Nc1cccc(S(=O)(=O)N2CCCC2)c1 (stereo not given)	i	i	-2
COc1ccc(C(=O)C(=NNc2ccccc2)c2ccc(OC)cc2)cc1	i	i	0
Brc1ccc(-c2nnc3sc(CN4CCc5ccccc5C4)cn23)cc1	i	i	3
N#C/C(=C\c1ccc(-c2ccc(C(=O)O)cc2)o1)c1nc2ccccc2[nH]1	i	i	29
Nc1nc(-c2ccccc2)c(CCCOc2ccc(NC(=O)CBr)cc2)c(=O)[nH]1	i	i	2
CSc1ncnc2[nH]ccc12	i	i	2
O=C(NNc1ccccc1)c1ccc(Cl)c(Cl)c1	i	i	-2
CCN1/C(=C/c2ccc3cc(C)ccc3[n+]2C)Sc2ccc3sccc3c21	i	i	5
COc1ccc(N=Nc2c(N)nn(C)c2N)cc1	i	i	38
O=C1OCCN1C(=O)[C@H]1[C@H](c2ccccc2)C(c2ccccc2)=NN1c1ccc(Br)cc1	i	i	1
CN(CC(=O)Nc1cc(S(=O)(=O)N2CCCC2)ccc1Cl)Cc1nc2ccccc2c(=O)[nH]1	i	i	-3
c1ccc(CCNc2ccccn2)nc1	i	i	-4
COC(=O)C1(C(=O)OC)C(C(=O)c2ccccc2)C1c1ccccc1 (stereo not given)	i	i	3
C(=NN1CCCCCC1)c1ccccc1	i	i	3
CN(C)CC(O)c1ccc(C=Cc2ccc(Cl)cc2)cc1 (stereo not given)	i	i	3
COc1cc2c(cc1OC)C(Cc1cc(OC)c(OC)cc1[N+](=O)[O-])=NCC2	i	i	-1
O=C(COC(=O)c1ccc2ccccc2c1O)Nc1ccccc1	i	i	12
O=C(NN=Cc1ccc(Cl)cc1Cl)C1CC1	i	i	4
O=C(CN1C(=O)NC2(CCCCC2)C1=O)Nc1cc(C(F)(F)F)ccc1N1CCCC1	i	i	0
Cc1ccc(NC(=O)CN(C)C(=O)c2cccc(S(=O)(=O)N3CCCC3)c2)cc1	i	i	3
COc1ccc(OC)c(/C=C/C(=O)N2CCN(S(=O)(=O)c3ccc(C)cc3C)CC2)c1	i	i	-3
Cc1ccccc1NC(=O)CSc1nc2[nH]c(=O)cc(O)c2s1	i	i	3
O=C(COC(=O)c1ccccc1Cl)NC1CCCCCCC1	i	i	4
CCN1C[C@@H]2[C@@H]3C(=O)N(C)C(=O)[C@@H]3[C@](CC)(C1=O)N2C(=O)c1ccc(Cl)cc1	i	i	3

Of the compounds above, these have a CF3 group:
SMILES	ANO1 activ	KCNK3 block	Dyrk1A ADPGlo
O=C1/C(=C/c2ccccn2)SC(=S)N1Nc1ncc(C(F)(F)F)cc1Cl	i	i	1
O=C(CN1C(=O)NC2(CCCCC2)C1=O)Nc1cc(C(F)(F)F)ccc1N1CCCC1	i	i	0

New compounds follow
SMILES	ANO1 activ	KCNK3 block	Dyrk1A ADPGlo
COC(=O)C(=O)C1CCc2c(Cl)cc(OC)c(OC)c2C1=O (stereo not given)	i	i	13
CCOc1ccccc1N1CCN(CC(=O)Nc2ccccc2C(=O)NC2CC2)CC1	i	i	-1
COc1ccc(CC2C(=O)NC(C)C(=O)N(C)C3Cc4ccc(cc4)Oc4cc(ccc4O)CC(C(=O)NC(C)C(=O)NC(C)C(=O)N2C)N(C)C3=O)cc1 (stereo not given)	i	i	3
O=S(=O)(Nc1cc(Sc2ncn[nH]2)c(O)c2ccccc12)c1ccccc1	i	i	15
COc1ccc(CNC2C[C@H]3CCCC(=O)N4CC[C@@H](C2)[C@@H]34)cc1 (stereo not given in full)	i	i	-3
Cn1c2ccccc2c2ccc3c(c21)C(=O)C=CC3=O	i	i	5
Cc1ccc2nc(NC3=NCN(Cc4cccnc4)CN3)nc(C)c2c1	i	i	2
COc1ccc(C2=Cc3ccc(OC(C)=O)cc3OC2)cc1	i	i	-1
CCOC(=O)N1CCN(c2ccc(S(=O)(=O)N3CCC(C)CC3)cc2[N+](=O)[O-])CC1	i	i	-1
COc1ccc2c(c1)CC=C1C2CCC2(C)C(=O)C(=NO)CC12 (stereo not given)	i	i	12
CN(C)C(=O)c1ccc(NC(=O)COc2cccc3c2OC(C)(C)C3)cc1	i	i	3
Nc1nc(N)c(-c2cccc(C(F)(F)F)c2)c(Cc2cccc(C(F)(F)F)c2)n1	i	i	-4
Cc1cccc(NC(=O)CNC(=O)Cc2ccc3c(c2)OCCO3)c1C	i	i	-4
CCN(C(=O)CSc1nnc(NCCOC)s1)c1c(N)n(Cc2ccccc2)c(=O)[nH]c1=O	i	i	7
O=C(NN=Cc1ccccc1O)NN=Cc1ccccc1O	i	i	6
COC1=CC(=O)C(OC)=C(OC)C1=O	i	i	-3
Cc1ccc2c(c1C)-c1c(ccc(C)c1C)C(=O)C2=O	i	i	54*
C=C(C)C(O)COc1c2occc2c(OC)c2ccc(=O)oc12 (stereo not given)	i	i	15
O=C(c1cccs1)N1CCN(S(=O)(=O)c2cccc(Cl)c2Cl)CC1	i	i	1
Cc1ccccc1S(=O)(=O)Nc1ncnc2sccc12	i	i	7
O=C(NCO)c1cccnc1	i	i	-3
C1CCN(CC2CCCCN2)CC1 (stereo not given)	i	i	0
OC(c1ccccc1)C(NCCNCc1ccccc1)c1ccccc1 (stereo not given)	i	i	5
C=CCN(C(=O)CSc1nnnn1C)c1nc(-c2ccccc2)cs1	i	i	2
CN(CC(=O)Nc1cccc(F)c1)C(=O)c1cccc(S(=O)(=O)N2CCN(c3ccc(F)cc3)CC2)c1	i	i	1
SMILES	ANO1 activ	KCNK3 block	Dyrk1A ADPGlo
CN(C)S(=O)(=O)c1cccc(NC(=O)c2cccc(S(=O)(=O)N3CCCCCC3)c2)c1	i	i	0
COc1ccccc1N(C)S(=O)(=O)c1ccc(C(=O)Nc2nnc(C)s2)cc1	i	i	6
CCCC(C)Sc1nc2c([nH]1)c(=S)n(C)c(=O)n2C (stereo not given)	i	i	1
CCOC(=O)/C=C1/SCC(=O)N1Cc1ccc(Br)cc1	i	i	-4
CC(=O)c1ccc(NC(=O)CN2C(=O)/C(=C/C(C)=C/c3ccccc3)SC2=S)cc1	i	i	1
O=S(=O)(SC1=NCCN1)c1ccccc1	i	i	0
O=C(C1CC(=O)N(c2ccc3c(c2)OCCO3)C1)N1CCN(S(=O)(=O)c2ccc(F)cc2)CC1 (stereo not given)	i	i	0
CC1CN(Cc2ccco2)C(=S)N(c2ccccc2)C1=O (stereo not given)	i	i	-2
CC(OC(=O)c1cccc(-n2cnnn2)c1)C(=O)Nc1ccc(F)c(F)c1F (stereo not given)	i	i	8
COc1ccc(NC(=O)c2ccc(OCC3CCCO3)cc2)cc1Cl (stereo not given)	i	i	-13
CC(C)N(C(=O)CSc1nnc(C2CC2)n1C1CC1)c1ccccc1	i	i	-3
